High-throughput results from PubChem.
tim23-1 inh – growth inhibitors of tim23-1 mutant yeast, primary screen, luminescence, uHTS | S. cerevisiae tim23-1 growth, BacTiter-Glo luminescence, 24 h | inhibition, % at 20 µM | 330,000 tested, 1.3% active | AID 463212, 2010;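 active = growth inhibition of the mutant yeast at or above 50%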;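 also: temperature-sensitive mutant grown at 25 °C; plate controls were DMSO-treated mutant yeast for no effect and medium wells lacking yeast for full effect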
Mdm2-MdmX inh – inhibitors of human Mdm2-MdmX association, primary screen, cell-based, luminescence, split luciferase, SaOS-2, uHTS; SaOS-2 split-luciferase Mdm2/MdmX complementation; inhibition, % at 8 µM; 330,000 tested, 3% active;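 active = inhibition of at least 50% at 8 µM in the primary screen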
Target sequence (O15151 whole entry, looked up): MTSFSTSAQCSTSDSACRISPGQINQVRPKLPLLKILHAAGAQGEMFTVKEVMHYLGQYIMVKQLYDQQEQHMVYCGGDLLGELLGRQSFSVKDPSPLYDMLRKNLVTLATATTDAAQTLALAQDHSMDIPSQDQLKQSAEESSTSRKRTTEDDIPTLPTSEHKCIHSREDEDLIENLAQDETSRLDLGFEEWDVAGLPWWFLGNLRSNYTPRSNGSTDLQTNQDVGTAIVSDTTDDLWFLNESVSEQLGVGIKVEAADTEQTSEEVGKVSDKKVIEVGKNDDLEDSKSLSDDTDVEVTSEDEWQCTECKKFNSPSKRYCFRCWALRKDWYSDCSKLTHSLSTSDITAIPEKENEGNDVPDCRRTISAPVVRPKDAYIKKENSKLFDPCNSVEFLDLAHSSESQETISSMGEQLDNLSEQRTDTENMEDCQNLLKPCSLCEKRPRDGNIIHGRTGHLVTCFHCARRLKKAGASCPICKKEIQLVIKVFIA
Target sequence (Q00987 whole entry, looked up): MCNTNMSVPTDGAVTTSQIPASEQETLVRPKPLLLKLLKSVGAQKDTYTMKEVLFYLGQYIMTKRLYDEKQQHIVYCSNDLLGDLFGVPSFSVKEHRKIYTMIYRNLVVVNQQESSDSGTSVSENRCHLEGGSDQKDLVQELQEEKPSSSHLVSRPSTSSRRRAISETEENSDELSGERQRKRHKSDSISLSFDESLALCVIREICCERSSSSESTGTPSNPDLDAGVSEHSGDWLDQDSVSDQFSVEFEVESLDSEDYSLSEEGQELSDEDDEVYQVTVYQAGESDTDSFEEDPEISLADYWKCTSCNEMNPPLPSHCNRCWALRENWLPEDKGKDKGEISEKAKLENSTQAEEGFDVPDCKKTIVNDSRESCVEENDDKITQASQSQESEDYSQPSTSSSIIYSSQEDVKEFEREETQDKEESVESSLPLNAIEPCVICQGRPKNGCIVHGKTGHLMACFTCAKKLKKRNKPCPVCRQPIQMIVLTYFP
Jurkat NFkB inh – inhibitors of induced NF-kB luciferase reporter, primary screen, TCR NF-kB activation inhibitor project, cell-based, luminescence, uHTS | Jurkat, PMA/ionomycin-induced NF-kB luciferase reporter | inhibition, % at 4 µM | 330,000 tested, 0.53% active | AID 435003, 2010; in the data active = inhibition above about 50%
697 NFkB inh – inhibitors of PMA/ionomycin-induced NF-kB reporter, 697 cells, primary screen, B-cell NF-kB inhibitor project, cell-based, luminescence, uHTS; 697 B-cell NF-kB luciferase reporter, 16 h; 330,000 tested, 0.33% active; inhibition, % at 4 µM; in the data active = inhibition above about 35%
CHOP UPR activ – activators of apoptotic CHOP UPR arm, primary screen, cell-based, CHO-CHOP luciferase reporter, luminescence, uHTS | UPR activation; percent of tunicamycin response over DMSO baseline | activation, % at 10 µM | AID 449763, 2010 | 330,000 tested, 0.34% active;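 active = at 10 µM dose, activation of 40% or more, normalized to positive control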;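 also: 100% = tunicamycin at 10 µg/mL and 0% = DMSO alone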
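Material: CHO-CHOP cells, stable luciferase reporter of PERK-eIF2a-CHOP signalling; quantity: 500 reporter cells seeded per well; buffer or medium: F12 medium containing 10% fetal bovine serum; compound: one dose, 10 µM in 0.5% DMSO; incubation: 6 h compound treatment, 37 °C; measured by: Steady-Glo luciferase luminescence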
APJ antag – antagonists of human apelin receptor APJ, primary screen, CHO-K1 cells, beta-arrestin complementation, luminescence; inhibition, % at 20 µM; 330,000 tested, 0.32% active; AID 2521, 2010;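 active = inhibition above about 40% at 20 µM, limit read from the data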;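 also: cells challenged with 10 nM apelin-13 agonist together with compound; plate controls were apelin-13 plus DMSO wells for no effect and DMSO wells lacking apelin-13 for full effect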
APJ agonist – agonists of human apelin receptor APJ, primary screen, CHO-K1 cells, PathHunter beta-arrestin, luminescence; P35414; 0% DMSO wells, 100% apelin; activation, % at 20 µM; 330,000 tested, 0.11% active; AID 2520, 2010;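 active = activation more than six SD over the plate average, tested at 20 µM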;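 also: 0% = DMSO alone and 100% = apelin-13 at 10 nM; some results filed as inactive read as strong as hits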
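Assay system: engineered CHO-K1 APJ arrestin reporter cells; Amount: 1000 CHO-K1 reporter cells seeded per well; Dosing: one dose, 20 µM compound, 1% DMSO; Times: compound stimulation 90 min at 25 °C, detection 60 min; Measured by: luminescent beta-gal fragment complementation, chemiluminescent substrate; Read-out: APJ–arrestin association signal; Controls: DMSO vs Apelin-13 10 nM.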
UPR XBP1 act – activators of adaptive XBP1 UPR arm, primary screen, cell-based, CHO-XBP1 luciferase reporter, luminescence, uHTS; IRE1-XBP1 UPR activation; percent of tunicamycin response, DMSO as zero; activation, % at 20 µM; 330,000 tested, 0.33% active;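 active = versus positive control, 20 µM dose yields 30% or more activation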;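 also: 100% = tunicamycin at 10 µg/mL and 0% = DMSO only wells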
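Test system: CHO-XBP1 luciferase reporter cells | Buffer or medium: Serum-containing F12 medium, 10% FBS | Schedule: 6 h compound exposure at 37 °C, 5% CO2 | Detection: Steady-Glo luciferase glow luminescence, 10 min after reagent addition | Read-out basis: Activation, % of tunicamycin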
An asterisk follows results filed as active; i = inactive.

1: CCCC(C)C(=O)Nc1ccc(NC(C)=O)cc1 (stereo not given)
2: CCOc1ccc(C(=O)NCCCN(CC)CC)cc1
3: COc1ccc(S(=O)(=O)N2CCOC23CCN(S(=O)(=O)c2cccs2)CC3)cc1
4: Cc1nn(CCCC(=O)NCc2ccc(Cl)cc2)c(C)c1[N+](=O)[O-]
5: COc1cccc(-c2csc(N3CCN(C(=S)Nc4cccc(Cl)c4)CC3)n2)c1
6: O=C1CCCC/C1=C/NCc1ccccc1
7: CSc1ccc(CNCCN2CCOCC2)cc1
8: CC(=O)c1c(C)[nH]c(C(=O)OCC(=O)NNC(=O)c2ccc([N+](=O)[O-])cc2)c1C
9: Cc1cccc(Cn2cc3c(=O)n(Cc4cccc(F)c4)nc-3c3ccccc32)c1
10: COc1ccccc1N(C)S(=O)(=O)c1ccc(C(=O)Nc2ccncc2)cc1
Compound,1,2,3,4,5,6,7,8,9,10
tim23-1 inh,7,12,12,-12,-6,-5,-15,14,-3,5
Mdm2-MdmX inh,-18,-2,-28,15,9,11,8,13,20,29
Jurkat NFkB inh,4,15,3,4,-15,-3,-5,14,-11,9
697 NFkB inh,9,4,-9,11,-9,-10,17,1,-1,-9
CHOP UPR activ,-0.1,1.4,0.4,-0.3,-0.8,0.9,1.7,0.4,-0.2,1.6
APJ antag,11,15,7,-10,3,-3,-8,10,0,4
APJ agonist,2,-4,-1,-3,2,2,1,0,-2,4
UPR XBP1 act,-1,0,2,0,-3,6,0,0,-2,-4

11: COc1cc(C2C(C#N)=C(N)Oc3n[nH]c(-c4ccccn4)c32)cc(OC)c1OC (stereo not given)
12: CN(CCO)c1ccc(/C=N/Nc2nncc3ccccc23)cc1
13: Cc1ccc(-n2c(C)cc(/C=C3/SC(=O)N(CC(=O)N4CCOCC4)C3=O)c2C)nc1
14: O=C(CSc1nccc(=O)[nH]1)Nc1ccc(F)c([N+](=O)[O-])c1
15: O=C(NCc1ccco1)c1nnc(Cc2ccc(F)cc2)o1
16: O=C(CN1C(=O)C2(OCCO2)c2ccccc21)c1ccc(Br)cc1
17: Cc1cc(C(=O)Nc2c(C)cccc2C)n(-c2ccccc2)n1
18: O=C(COC(=O)c1cnc(Cl)c(Cl)c1)c1ccc(F)cc1
19: CC(C)C[C@H](NC(=O)c1ccc(OC2CCN(C(=O)C3CC3)CC2)cc1)C(N)=O
20: COc1cc(NC(=S)NCCO)c(OC)cc1Cl
Compound,11,12,13,14,15,16,17,18,19,20
tim23-1 inh,20,23,-4,5,-8,31,4,42,16,-10
Mdm2-MdmX inh,1,26,10,-3,-15,16,3,-3,18,19
Jurkat NFkB inh,-11,0,-10,1,-14,3,6,7,11,-24
697 NFkB inh,0,-124,-18,8,3,12,-6,-7,17,1
CHOP UPR activ,-1.6,-8.8,5.4,-0.2,0.6,0.4,-1.8,2.3,1.1,-1.8
APJ antag,9,5,-9,11,-42,-1,14,-3,13,-8
APJ agonist,0,-2,0,-1,-4,-4,0,-1,0,1
UPR XBP1 act,-2,-6,9,-1,0,-4,1,4,-2,-2

21: COc1ccc(O)c(/C=N/NC(=O)c2ccc(N3CCCC3=O)cc2)c1
22: COc1ccc(Br)cc1CNC(=O)Cn1nc(C)n2cccc2c1=O
23: CCN1CCN(C(=O)C2CCC(CNS(=O)(=O)c3ccc(NC(C)=O)cc3)CC2)CC1 (stereo not given)
24: CCOc1ccc(NC(=O)COc2ccc(C(=O)NCc3cccnc3)cc2OC)cc1
25: CC1CCN(C(=O)CCCOc2ccc(Cl)cc2)CC1
26: COc1cc(OC)cc(C(=O)NNC(=O)c2ccc(S(=O)(=O)N3CC(C)OC(C)C3)cc2)c1 (stereo not given)
27: COC(=O)CC/C(O)=C1/C(=N)CC(C)(C)CC1=O
28: Fc1ccc(-c2cc(C(F)(F)F)nc(NCc3cccs3)n2)cc1
29: COc1ccc(N2C(=O)CC(NNc3nc4ccccc4s3)C2=O)cc1 (stereo not given)
30: COCCNC(=O)C1CC2Cn3c(nc4ccccc43)C2N1C (stereo not given)
Compound,21,22,23,24,25,26,27,28,29,30
tim23-1 inh,0,6,12,-12,-21,3,0,-15,14,5
Mdm2-MdmX inh,31,4,31,21,-20,-7,-17,-11,17,-27
Jurkat NFkB inh,23,-2,7,19,-18,-3,-6,-7,-10,8
697 NFkB inh,i,3,5,14,-19,7,-13,-20,-33,6
CHOP UPR activ,-1.4,-0.5,2.2,1.2,4.4,-1.1,-0.4,0.1,0.2,-1.3
APJ antag,8,-6,18,-2,-2,3,4,9,-9,8
APJ agonist,-2,9,-1,-4,-4,-2,1,-2,1,8
UPR XBP1 act,12,-3,-5,0,0,2,-2,0,2,0

31: Brc1ccc([C@H]2CN3CCSC3=N2)cc1
32: Brc1cc(Br)c2ncnc(N3CCCCC3)c2c1
33: CCn1cc(C(=O)N2CCN(c3ccccn3)CC2)c(=O)c2cc(S(=O)(=O)N3CCC(C)CC3)ccc21
34: CCc1ccc(NC(=O)CSc2n[nH]c(=O)n2C2CC2)cc1
35: Cc1nc2ncccn2c1-c1csc(NCc2ccco2)n1
36: CCN1C(=O)[C@H]2[C@@H](c3ccc(C)cc3)N3C(=O)N(c4cccc(F)c4)C(=O)[C@@]3(CC)[C@H]2C1=O
37: C=CCc1ccc(O)c(-c2cc(CC=C)ccc2O)c1
38: COC(=O)c1[nH]c(=O)c2ccccc2c1OCc1ccccc1
39: CCOC(=O)c1cc2c(s1)-c1c(C)cccc1OC2
40: COc1ccc(-c2cc(C(F)F)n3ncc(C(=O)N4CCN(C)CC4)c3n2)cc1
Compound,31,32,33,34,35,36,37,38,39,40
tim23-1 inh,0,47,12,7,0,6,31,-3,30,3
Mdm2-MdmX inh,-34,89*,3,-24,39,-6,1,8,-39,24
Jurkat NFkB inh,-2,10,-3,5,-10,15,-11,2,-33,-1
697 NFkB inh,8,-9,17,-27,-17,-5,-6,3,-65,8
CHOP UPR activ,1.9,-0.9,-0.4,0.0,0.2,-0.1,-1.3,0.1,4.9,-0.9
APJ antag,6,9,-5,15,-6,2,-104,8,2,1
APJ agonist,-3,-3,-3,8,0,7,3,2,-1,-2
UPR XBP1 act,-4,59*,-5,3,-1,0,-1,2,3,-1

Laid out differently: results already given
Order of results: tim23-1 inh	Mdm2-MdmX inh	Jurkat NFkB inh	697 NFkB inh	CHOP UPR activ	APJ antag	APJ agonist	UPR XBP1 act
16. O=C(CN1C(=O)C2(OCCO2)c2ccccc21)c1ccc(Br)cc1
→ 31	16	3	12	0.4	-1	-4	-4
17. Cc1cc(C(=O)Nc2c(C)cccc2C)n(-c2ccccc2)n1
→ 4	3	6	-6	-1.8	14	0	1
18. O=C(COC(=O)c1cnc(Cl)c(Cl)c1)c1ccc(F)cc1
→ 42	-3	7	-7	2.3	-3	-1	4
19. CC(C)C[C@H](NC(=O)c1ccc(OC2CCN(C(=O)C3CC3)CC2)cc1)C(N)=O
→ 16	18	11	17	1.1	13	0	-2
20. COc1cc(NC(=S)NCCO)c(OC)cc1Cl
→ -10	19	-24	1	-1.8	-8	1	-2

Next part.
41: CC[C@]12c3[nH]c4ccccc4c3CCN1C(=O)C(CC(=O)NCCc1ccccn1)C[C@@H]2C(=O)N1CCN(C(=O)c2ccco2)CC1 (stereo not given in full)
42: O=C(COC(=O)c1nc(Cl)ccc1Cl)Nc1ccc2c(c1)OCO2
43: CCN(CC)c1ccc(/C=N/NS(=O)(=O)c2cccc([N+](=O)[O-])c2)cc1
44: O=C(CSc1nc2ccccc2c(=O)n1NC(=O)Cc1ccccc1)NCc1ccco1
45: CC(=O)Nc1ccc(C(=O)CSc2nc3ccccc3n2CC(=O)N2CCCC2)cc1
46: Cc1cccc(C(=O)NCCNC(=O)c2ccco2)c1
47: Cc1ccc(C)c(OCC(=O)Nc2cc(C(=O)O)cc(C(=O)O)c2)c1
48: Cc1ccc2nc(SCc3nc4c(cnn4-c4ccccc4)c(=O)[nH]3)[nH]c2c1
49: CN(C(=O)c1ccc(NC(=O)Cc2ccc(NC(=O)C3CCN(C(=O)CCc4ccccc4)CC3)cc2)cc1)C1CC1
50: CCn1c(=O)c([N+](=O)[O-])c(NCCCn2ccnc2)c2ccccc21
Compound,41,42,43,44,45,46,47,48,49,50
tim23-1 inh,10,12,23,6,3,1,-2,-3,12,-4
Mdm2-MdmX inh,-27,7,-1,-11,23,-12,5,18,-11,16
Jurkat NFkB inh,-26,6,-9,-2,1,11,17,-17,-4,4
697 NFkB inh,-28,5,28,16,19,1,5,-77,1,12
CHOP UPR activ,1.2,-1.9,-0.1,0.1,-2.4,-0.7,-0.8,4.2,0.2,0.2
APJ antag,8,4,-15,-2,19,21,6,-2,9,-3
APJ agonist,4,0,-1,-3,0,-1,-1,1,-4,2
UPR XBP1 act,-1,-1,-2,-2,-1,-3,-2,4,3,-5

Reformatted: entries from further up
Every second line gives: tim23-1 inh, Mdm2-MdmX inh, Jurkat NFkB inh, 697 NFkB inh, CHOP UPR activ, APJ antag, APJ agonist, UPR XBP1 act
#6 O=C1CCCC/C1=C/NCc1ccccc1
    -5, 11, -3, -10, 0.9, -3, 2, 6
#18 O=C(COC(=O)c1cnc(Cl)c(Cl)c1)c1ccc(F)cc1
    42, -3, 7, -7, 2.3, -3, -1, 4

Continued.
51: CCn1c(Cc2ccc(OC)cc2)nc2ccccc21
52: C/C(=N\N=C1/NC(=O)C(C)S1)c1ccco1 (stereo not given)
53: Cc1ccc(S(=O)(=O)/N=C(\c2ccc(F)cc2)n2c(C)nc3ccccc32)cc1
54: O=C(CCN1C(=O)C2CCCCC2C1=O)Nc1nc2ccc(F)cc2s1 (stereo not given)
55: CC(C)(C)OC(=O)NCCCCCc1nnc(SCC(N)=O)o1
56: O=C1c2ccccc2NC(c2ccc(-c3cccc(F)c3)o2)N1O (stereo not given)
57: Cc1ccc2c(c1)N(C(=O)CSc1nncn1C)C(C)(C)c1ssc(=S)c1-2
58: O=C(Cc1ccc(Cl)cc1)NCCS(=O)(=O)N1CCN(c2ccccc2F)CC1
59: Cc1nn(Cc2ccc(C(=O)Nc3ccccc3C(F)(F)F)o2)c(C)c1Br
Compound,51,52,53,54,55,56,57,58,59
tim23-1 inh,17,-3,3,-15,1,30,7,-2,-23
Mdm2-MdmX inh,-9,-6,9,4,9,40,3,42,3
Jurkat NFkB inh,-1,-5,-9,-168,-16,-78,53*,28,-20
697 NFkB inh,0,6,29,-243,-2,-127,-1,5,-45
CHOP UPR activ,2.4,5.2,-2.6,-1.3,1.4,8.4,1.9,-0.5,-1.1
APJ antag,17,-5,5,29,7,4,12,-51,-3
APJ agonist,1,-5,-4,-2,-3,-4,0,-1,0
UPR XBP1 act,-3,1,-4,-6,-3,-2,1,-3,0
